# OPRM1-OPRD1 ag – OPRM1-OPRD1 heterodimerization agonism | P35372+P41143 | cells, luminescence | activation, % at 9.3 µM | actives 0.3% (n = 340,000); in the data active means activation above about 18%;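 further: 0% = vehicle-treated cells and 100% = reference agonist; values of inactives mirror those of a sister screen read the other way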
# Target sequence (P35372 whole entry, looked up): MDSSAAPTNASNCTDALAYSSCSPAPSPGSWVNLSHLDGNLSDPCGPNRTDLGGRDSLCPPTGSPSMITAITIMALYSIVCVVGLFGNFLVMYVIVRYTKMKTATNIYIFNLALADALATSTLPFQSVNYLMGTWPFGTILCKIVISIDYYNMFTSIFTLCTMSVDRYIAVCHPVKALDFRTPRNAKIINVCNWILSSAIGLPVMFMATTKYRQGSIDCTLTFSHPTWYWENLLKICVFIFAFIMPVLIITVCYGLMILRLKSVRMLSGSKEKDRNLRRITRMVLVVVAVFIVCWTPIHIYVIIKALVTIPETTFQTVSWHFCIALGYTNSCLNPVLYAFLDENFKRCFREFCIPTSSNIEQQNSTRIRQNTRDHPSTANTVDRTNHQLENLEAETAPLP
# Target sequence (P41143 whole entry, looked up): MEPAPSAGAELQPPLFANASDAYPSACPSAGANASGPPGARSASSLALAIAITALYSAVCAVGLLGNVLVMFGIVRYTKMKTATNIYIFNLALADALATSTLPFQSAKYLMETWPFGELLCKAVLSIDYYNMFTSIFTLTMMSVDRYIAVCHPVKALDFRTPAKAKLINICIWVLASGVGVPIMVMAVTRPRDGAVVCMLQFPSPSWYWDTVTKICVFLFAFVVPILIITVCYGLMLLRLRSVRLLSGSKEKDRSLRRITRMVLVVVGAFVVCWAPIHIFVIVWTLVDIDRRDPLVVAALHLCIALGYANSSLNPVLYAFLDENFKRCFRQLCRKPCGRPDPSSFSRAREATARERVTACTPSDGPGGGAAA
# cardiac RTF act – cardiac RTF calcium sensitization | actives 0.24% (n = 340,000) | IANBD-labeled TnC RTF fluorescence at EC20 calcium; 0% EC20 calcium, 100% full calcium | P19429+P45379 | activation, % at 7.2 µM;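 active means activation above the mean over all tested compounds plus 3 SD, cut at about 30% in these data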;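 further: rise in fluorescence read as greater calcium sensitivity of cardiac thin filaments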
# V-ATPase pHluor – alters yeast V-ATPase proton transport | S. cerevisiae, pHLuorin cytosolic pH fluorescence | response, % at 10 µM | actives 0.37% (n = 350,000) | AID 504577; in the data active means response mostly above about 7.3%, no sharp cut-off; inactive means mostly below about 5.4%; further: actives read high; inactives centre near 0; some compounds called inactive have numbers as strong as hits; reference of the scale not given here
# LANA DNA inh – blocks KSHV LANA C-terminal domain binding to DNA | actives 0.078% (n = 340,000) | MBP-C-LANA/FAM-LBS DNA binding, fluorescence polarization | AID 504423 | inhibition, % at 9 µM;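 active means highest replicate inhibition at or above 60% at 9 µM, even if other replicates fall short; inactive means all replicates below 60% inhibition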;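 further: 0% = neutral control wells and 100% = 4 µM acridine orange control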
# HTR5A ag ctr – HTR5A agonism, opioid heterodimer counter-screen. P47898. HTR5A agonist assay, luminescence, cell-based. activation, % at 9.3 µM. actives 0.61% (n = 340,000); in the data active means activation mostly above about 9.5%, no sharp cut-off; inactive means mostly below about 7.6%;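 further: 0% = cells with vehicle only and 100% = reference agonist; strong numbers were not always called active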
# CAL PDZ FP – inhibitors of human CAL PDZ peptide binding. purified CAL PDZ, TMR-peptide fluorescence polarization, 1 h. actives 0.92% (n = 300,000). inhibition, % at 24.9 µM. AID 602252;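 active means mean inhibition of at least 30% with at least half of replicates also reaching 30%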;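 further: 0% = DMSO neutral control and 100% = excess unlabeled competitor peptide PRC23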
# OPRM1-OPRD1 inv – inverse agonists of human mu-delta opioid receptor heterodimerization. P35372+P41143. cell-based MOR-DOR heterodimer luminescence, inverse agonism. inhibition, % at 9.3 µM. actives 0.21% (n = 340,000); in the data active means inhibition above about 22%, passing the limit was not always enough;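 further: 0% = cells with DMSO and 100% = wells without cells with DMSO; values of inactives mirror those of a sister screen read the other way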
# HTR5A inv ctr – counter-screen for OPRM1-OPRD1 inverse agonists: human HTR5A inverse agonism; P47898; HTR5A cell line, luminescence; inhibition, % at 9.3 µM; actives 0.083% (n = 340,000); in the data active means inhibition mostly above about 23%, no sharp cut-off; inactive means mostly below about 18%;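 further: 0% = cells with DMSO and 100% = no-cell wells with DMSO; some compounds called inactive have numbers as strong as hits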
# Keap1-Nrf2 PPI – inhibitors of human Keap1-Nrf2 protein-protein interaction. actives 0.15% (n = 340,000). inhibition, % at 9.4 µM. AID 504523. Keap1 Kelch-Nrf2 peptide fluorescence polarization, 1536-well. Q14145; in the data active means inhibition above about 12%;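 further: human Keap1 Kelch domain with fluorescein labeled Nrf2 9mer peptide probe; 0% = neutral control wells and 100% = peptide positive control; higher means more block of Keap1 binding to Nrf2 peptide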
# RTF Ca sens inh – cardiac RTF calcium desensitization; inhibition, % at 7.15 µM; AID 493244; IANBD-labeled cardiac RTF, Ca2+ fluorescence; actives 0.12% (n = 340,000);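 active means inhibition above the mean inhibition of all tested compounds plus 3 SD, cut at about 17% in these data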;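 further: assay run at fixed EC70 calcium of 1.6 mM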
# * marks the source's active call; other numbers are inactive results; . = no result given.
structure	OPRM1-OPRD1 ag	cardiac RTF act	V-ATPase pHluor	LANA DNA inh	HTR5A ag ctr	CAL PDZ FP	OPRM1-OPRD1 inv	HTR5A inv ctr	Keap1-Nrf2 PPI	RTF Ca sens inh
COc1ccc(CCN2C(=O)C3C4CC(C5C(C(=O)N/N=C\c6ccc(Cl)cc6)=NOC45)C3C2=O)cc1OC (stereo not drawn)	-2.3	-4.9	-0.2	0.3	7.4	-3.7	11.4	-19.0	0.5	-1.1
COc1ccc(NC(=O)NN(C(=O)c2ccccc2)C(C)(C)C)cc1	-0.1	-0.8	0.5	-1.3	0.3	-3.3	0.3	13.0	-4.2	-13.7
Cn1c(SCC(=O)Nc2ccc3cn[nH]c3c2)nnc1-c1cnccn1	-0.1	6.0	0.2	-0.3	0.5	-0.2	0.8	-24.6	-3.1	-6.0
O=C(NN=C1c2ccccc2-c2ccccc21)c1ccccc1Br	7.2	-1.0	2.7	-0.4	2.6	0.4	-36.6	5.0	2.7	8.7
CC(C)(C)C(=O)NC1CCN(C(=O)N2CCCC2)CC1	-1.1	-0.5	-4.0	0.3	4.4	-0.4	5.5	-27.7	-2.2	-9.7
CN(CCc1ccccn1)C(=S)NC(=O)c1ccco1	-4.3	5.3	-1.3	0.4	2.8	-4.8	20.1	5.5	-4.3	-8.3
COc1ccc(C(=O)Nc2ccc(NC(=O)c3cccc(OC)c3)cn2)cc1	-1.6	-3.0	3.7	1.5	0.7	-4.3	8.2	-1.9	-0.5	-2.8
Cc1ccc(/C=N/NC(=O)Cn2cnc3c2c(=O)n(C)c(=O)n3C)s1	.	-0.6	-0.3	-0.1	.	-1.8	.	.	0.4	-10.3
O=C1CNC(=O)/C1=C/c1ccccc1	-1.3	-6.5	4.4	0.6	8.0	-3.4	6.5	-20.9	-3.7	-13.9
CN(C)/C=C/C(=O)c1ccc(N2CCN(c3ncc(C(F)(F)F)cc3Cl)CC2)cc1	-0.1	-1.7	1.2	0.1	3.2	-3.6	0.4	-1.6	-10.4	-8.9
Clc1ccccc1C1=Nn2c(nnc2-c2ccncc2)SC1	-1.6	10.9	1.6	1.4	-3.4	-1.1	9.2	-3.0	-2.6	-7.3
O=C(O)C1CCCN1c1ncccn1 (stereo not drawn)	-1.5	-0.7	-2.4	0.9	-2.4	0.3	7.5	-29.3	-4.7	0.6
COc1cc2ccnc(Cc3cccc(OC)c3OC)c2cc1OC	0.8	3.1	0.6	-2.6	-4.0	-0.8	-4.0	9.9	-2.4	2.0
COC(=O)/C=C/c1ccsc1NC(C)=O	-2.5	0.8	-2.9	0.1	-2.7	-5.5	12.4	19.2	-1.5	9.5
CCCCSc1ncnc2c1ncn2C1CCCCO1 (stereo not drawn)	-4.6	-1.2	-1.8	0.7	-1.7	-4.9	22.2	6.5	-2.1	4.7
CC(C)N(C(=O)CSc1nnc(NC(=O)Cc2cccs2)s1)C(C)C	-3.1	1.2	-1.2	1.3	1.0	.	15.6	4.6	-1.9	-3.7
Cc1cc(C)c(C#N)c(N2CCSCC2)n1	-1.0	-2.8	0.6	-0.5	-2.2	9.1	6.1	2.2	1.5	1.6
O=C(Nc1nsc(-c2ccccc2)n1)c1ccncc1	-2.3	-0.2	-1.9	-1.3	7.3	-3.1	9.7	2.4	-3.1	0.3
COc1cccc(/C=C2\SC(=S)N(CCC(=O)Nc3ccc(O)cc3)C2=O)c1	-0.5	-1.0	4.3	-0.3	6.8	-2.1	2.6	-18.8	1.5	-3.0
CCC(C)(C)n1nnnc1CN(Cc1ccco1)Cc1cc2cc3c(cc2[nH]c1=O)OCO3	-3.0	-1.8	-2.3	3.0	4.4	.	13.9	15.4	-1.1	-10.3
Cc1ccc(-c2noc(CCCC(=O)NC3CCCC3)n2)cc1	1.5	-1.1	-0.9	-1.3	6.0	5.2	-10.8	-23.1	5.4	10.0
COc1cccc(CNC(=O)CSc2nnc3c(n2)[nH]c2ccc(F)cc23)c1	0.2	-2.3	-0.7	0.4	-0.8	-1.6	-1.1	-3.0	-1.9	9.9
CCN(CC(=O)Nc1ccc(NC(C)=O)cc1)C(=O)c1cccc(S(=O)(=O)N2c3ccccc3CC2C)c1 (stereo not drawn)	0.3	-2.0	-1.2	1.6	13.3	-1.4	-1.7	-40.1	-2.0	-33.3
CCCCNC(=O)OCCSCCS(=O)(=O)c1ccc(Cl)cc1	1.4	3.1	-1.8	1.2	0.2	7.7	-7.3	20.5	-1.7	-5.9
CC(=O)Nc1ccc(NC(=S)NC(=O)/C=C/c2ccccc2)cc1	7.2	4.7	4.2	0.1	-6.4	1.3	-35.5	15.3	-1.0	-4.5
CCCCCCc1cc2cc(S(=O)(=O)c3ccc(F)c(Cl)c3)c(=O)oc2cc1O	1.9	-14.6	0.8	3.5	0.4	-5.1	-10.0	-8.2	-0.7	-10.0
COc1ccccc1N1CCN(C(=O)c2cc3c(s2)CCCCC3)CC1	1.5	1.1	-0.4	-0.7	10.2*	2.5	-8.1	-19.0	-7.3	-5.2
Nc1ccc(-c2nnc(-c3ccccc3)o2)cc1	-0.7	-2.9	-1.9	0.7	2.5	-2.1	3.3	0.8	2.2	-5.1
CCN(CC(=O)NCc1cccs1)C(=O)c1ccc(OC)c(OC)c1	-3.0	-4.4	-0.7	-0.4	4.3	2.7	14.7	-9.1	-1.0	-6.6
CCCC(=O)Nc1cccc(-c2cn3ccsc3n2)c1	-2.1	7.9	0.7	-0.2	0.8	-1.3	12.0	-25.1	-1.3	-1.8

# Some entries already given, showing only V-ATPase pHluor and HTR5A inv ctr.
compound	V-ATPase pHluor	HTR5A inv ctr
CC(=O)Nc1ccc(NC(=S)NC(=O)/C=C/c2ccccc2)cc1	4.2	15.3
CCCCCCc1cc2cc(S(=O)(=O)c3ccc(F)c(Cl)c3)c(=O)oc2cc1O	0.8	-8.2
COc1ccccc1N1CCN(C(=O)c2cc3c(s2)CCCCC3)CC1	-0.4	-19.0
Nc1ccc(-c2nnc(-c3ccccc3)o2)cc1	-1.9	0.8

# (next part)
structure	OPRM1-OPRD1 ag	cardiac RTF act	V-ATPase pHluor	LANA DNA inh	HTR5A ag ctr	CAL PDZ FP	OPRM1-OPRD1 inv	HTR5A inv ctr	Keap1-Nrf2 PPI	RTF Ca sens inh
O=C(NCc1ccco1)C(c1ccncc1)N(CCC1=CCCCC1)C(=O)Cn1nnc2ccccc21 (stereo not drawn)	-1.8	-5.9	-0.5	-0.4	-1.4	.	8.3	8.3	-2.5	0.2
O=C(Nc1ccc(Br)c2ccccc12)c1ccc2ccccc2c1O	1.7	-2.2	-2.4	-0.1	13.1	-5.8	-9.3	-51.4	-0.1	-2.1
O=c1c2ccccc2[nH]c(=S)n1CC1CCCO1 (stereo not drawn)	-3.9	-3.8	-2.0	0.3	-3.8	.	16.4	-1.8	4.8	-5.1
CCN(CC(=O)Nc1ccc(OC)cc1)C(=O)c1cc2c(s1)CCCCC2	-2.4	-12.3	1.3	1.3	8.1	-4.4	12.8	6.7	-2.3	2.5
COc1cccc2c1C(CO)N1C(C#N)C3CC(C(=O)O)C(C1C2)N3C (stereo not drawn)	-0.8	3.1	0.7	0.2	-6.7	-2.0	4.2	-27.7	-4.6	-15.6
COc1ccc2[nH]c(=O)c(CN(C(=O)c3cccnc3)c3ccc(C)c(C)c3)cc2c1	-1.6	0.6	-4.9	-0.2	-3.9	-3.2	8.2	12.4	0.2	-6.1
COc1cccc(-c2nc(CS(=O)(=O)CC(=O)NC3CCCc4ccccc43)c(C)o2)c1 (stereo not drawn)	1.4	4.5	0.9	-1.2	-2.6	-2.8	-8.2	-4.5	-1.3	-0.1
CC(C)c1ccc(N=Cc2c(O)c3ccccc3oc2=O)cc1	-0.3	-0.3	2.8	-0.3	3.4	-7.1	1.7	-12.7	-7.7	7.4
COC(=O)c1ccccc1OCCN1CCCCCC1	-3.2	3.6	-4.1	-1.9	-3.5	-1.1	14.9	-3.1	1.0	-7.3
CN(C)/N=C/c1cn(-c2ccccc2)nc1-c1cccnc1	-1.7	-2.4	0.0	0.0	-4.8	.	8.7	-3.9	2.7	4.3
CCSc1cnc(-c2ccccc2)n1CC	-0.6	-1.5	5.2	-0.1	0.9	1.4	3.2	-1.9	2.8	-1.0
Oc1cccc(NC(=S)Nc2cccnc2)c1	-1.7	-0.4	1.7	4.9	2.8	-3.8	9.1	-2.2	-6.1	-0.2
CCN(CC)Cc1cc(C(=O)O)c(C)o1	-1.4	6.7	4.3	-2.7	-6.7	-4.2	8.4	17.2	-0.1	-4.5
CCC1(CC)NC(=O)N(CC(=O)OCC(=O)Nc2cc(C)ccc2C)C1=O	1.4	-2.3	0.9	0.0	2.3	4.3	-8.6	-16.1	-0.3	-2.6
CCc1nnc(NC(=O)CCC(=O)N2CCN(Cc3cc(F)ccc3OC)CC2)s1	-2.1	3.6	2.9	-1.4	8.4	-22.4	10.1	-20.4	-0.4	1.6
Cc1cc(C)n(CCNC(=O)c2ccco2)n1	-2.2	-4.8	-2.9	0.4	5.3	-6.6	14.2	-15.2	1.3	-3.3
O=[N+]([O-])c1ccc(N2CCOCC2)cc1NCCCO	-2.4	6.5	-1.1	1.2	6.1	0.4	11.5	10.0	-5.6	-14.5
O=C(Oc1ccc(-n2cnnn2)cc1)c1ccco1	-1.3	-7.8	-1.5	0.5	-1.7	-7.4	7.8	4.5	-2.3	-3.3
COc1ccc(-c2onc(C)c2-c2ccc(C(=O)OC(C)C)o2)c(O)c1	9.8	-7.5	0.7	-1.7	3.6	-4.0	-49.0	2.4	0.7	2.3
COc1ccc(-c2csc(C)n2)cc1OC	-4.4	-0.4	-3.1	-1.4	-1.0	.	20.2	4.5	2.7	-5.3

# Part of the list above in order of formula weight, falling:
structure	OPRM1-OPRD1 ag	cardiac RTF act	V-ATPase pHluor	LANA DNA inh	HTR5A ag ctr	CAL PDZ FP	OPRM1-OPRD1 inv	HTR5A inv ctr	Keap1-Nrf2 PPI	RTF Ca sens inh
CCCCNC(=O)OCCSCCS(=O)(=O)c1ccc(Cl)cc1	1.4	3.1	-1.8	1.2	0.2	7.7	-7.3	20.5	-1.7	-5.9
COc1ccccc1N1CCN(C(=O)c2cc3c(s2)CCCCC3)CC1	1.5	1.1	-0.4	-0.7	10.2*	2.5	-8.1	-19.0	-7.3	-5.2
CN(CCc1ccccn1)C(=S)NC(=O)c1ccco1	-4.3	5.3	-1.3	0.4	2.8	-4.8	20.1	5.5	-4.3	-8.3

# Screening results as filed in PubChem.
